Screens from PubChem BioAssay.
Pf apPOL inh = Pf-apPOL inhibitors, biochemical, fluorescence; Plasmodium falciparum apicoplast DNA polymerase (apPOL); Recombinant Pf-apPOL, molecular beacon fluorescence, 1.5 h; inhibition, % at 10 µM; actives 0.25% (n = 210,000)
mHTT CaM bind = mutant huntingtin-calmodulin interaction inhibitors – biochemical, AlphaScreen, primary screen. AlphaScreen His-mHTT/GST-CaM binding, luminescence. inhibition, % at 15 µM. AID 1671202, 2021. actives 3.6% (n = 190,000). P42858;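 note: 0% = both proteins with DMSO and 100% = one protein alone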
Target sequence (P42858 whole entry, looked up, stated change not applied): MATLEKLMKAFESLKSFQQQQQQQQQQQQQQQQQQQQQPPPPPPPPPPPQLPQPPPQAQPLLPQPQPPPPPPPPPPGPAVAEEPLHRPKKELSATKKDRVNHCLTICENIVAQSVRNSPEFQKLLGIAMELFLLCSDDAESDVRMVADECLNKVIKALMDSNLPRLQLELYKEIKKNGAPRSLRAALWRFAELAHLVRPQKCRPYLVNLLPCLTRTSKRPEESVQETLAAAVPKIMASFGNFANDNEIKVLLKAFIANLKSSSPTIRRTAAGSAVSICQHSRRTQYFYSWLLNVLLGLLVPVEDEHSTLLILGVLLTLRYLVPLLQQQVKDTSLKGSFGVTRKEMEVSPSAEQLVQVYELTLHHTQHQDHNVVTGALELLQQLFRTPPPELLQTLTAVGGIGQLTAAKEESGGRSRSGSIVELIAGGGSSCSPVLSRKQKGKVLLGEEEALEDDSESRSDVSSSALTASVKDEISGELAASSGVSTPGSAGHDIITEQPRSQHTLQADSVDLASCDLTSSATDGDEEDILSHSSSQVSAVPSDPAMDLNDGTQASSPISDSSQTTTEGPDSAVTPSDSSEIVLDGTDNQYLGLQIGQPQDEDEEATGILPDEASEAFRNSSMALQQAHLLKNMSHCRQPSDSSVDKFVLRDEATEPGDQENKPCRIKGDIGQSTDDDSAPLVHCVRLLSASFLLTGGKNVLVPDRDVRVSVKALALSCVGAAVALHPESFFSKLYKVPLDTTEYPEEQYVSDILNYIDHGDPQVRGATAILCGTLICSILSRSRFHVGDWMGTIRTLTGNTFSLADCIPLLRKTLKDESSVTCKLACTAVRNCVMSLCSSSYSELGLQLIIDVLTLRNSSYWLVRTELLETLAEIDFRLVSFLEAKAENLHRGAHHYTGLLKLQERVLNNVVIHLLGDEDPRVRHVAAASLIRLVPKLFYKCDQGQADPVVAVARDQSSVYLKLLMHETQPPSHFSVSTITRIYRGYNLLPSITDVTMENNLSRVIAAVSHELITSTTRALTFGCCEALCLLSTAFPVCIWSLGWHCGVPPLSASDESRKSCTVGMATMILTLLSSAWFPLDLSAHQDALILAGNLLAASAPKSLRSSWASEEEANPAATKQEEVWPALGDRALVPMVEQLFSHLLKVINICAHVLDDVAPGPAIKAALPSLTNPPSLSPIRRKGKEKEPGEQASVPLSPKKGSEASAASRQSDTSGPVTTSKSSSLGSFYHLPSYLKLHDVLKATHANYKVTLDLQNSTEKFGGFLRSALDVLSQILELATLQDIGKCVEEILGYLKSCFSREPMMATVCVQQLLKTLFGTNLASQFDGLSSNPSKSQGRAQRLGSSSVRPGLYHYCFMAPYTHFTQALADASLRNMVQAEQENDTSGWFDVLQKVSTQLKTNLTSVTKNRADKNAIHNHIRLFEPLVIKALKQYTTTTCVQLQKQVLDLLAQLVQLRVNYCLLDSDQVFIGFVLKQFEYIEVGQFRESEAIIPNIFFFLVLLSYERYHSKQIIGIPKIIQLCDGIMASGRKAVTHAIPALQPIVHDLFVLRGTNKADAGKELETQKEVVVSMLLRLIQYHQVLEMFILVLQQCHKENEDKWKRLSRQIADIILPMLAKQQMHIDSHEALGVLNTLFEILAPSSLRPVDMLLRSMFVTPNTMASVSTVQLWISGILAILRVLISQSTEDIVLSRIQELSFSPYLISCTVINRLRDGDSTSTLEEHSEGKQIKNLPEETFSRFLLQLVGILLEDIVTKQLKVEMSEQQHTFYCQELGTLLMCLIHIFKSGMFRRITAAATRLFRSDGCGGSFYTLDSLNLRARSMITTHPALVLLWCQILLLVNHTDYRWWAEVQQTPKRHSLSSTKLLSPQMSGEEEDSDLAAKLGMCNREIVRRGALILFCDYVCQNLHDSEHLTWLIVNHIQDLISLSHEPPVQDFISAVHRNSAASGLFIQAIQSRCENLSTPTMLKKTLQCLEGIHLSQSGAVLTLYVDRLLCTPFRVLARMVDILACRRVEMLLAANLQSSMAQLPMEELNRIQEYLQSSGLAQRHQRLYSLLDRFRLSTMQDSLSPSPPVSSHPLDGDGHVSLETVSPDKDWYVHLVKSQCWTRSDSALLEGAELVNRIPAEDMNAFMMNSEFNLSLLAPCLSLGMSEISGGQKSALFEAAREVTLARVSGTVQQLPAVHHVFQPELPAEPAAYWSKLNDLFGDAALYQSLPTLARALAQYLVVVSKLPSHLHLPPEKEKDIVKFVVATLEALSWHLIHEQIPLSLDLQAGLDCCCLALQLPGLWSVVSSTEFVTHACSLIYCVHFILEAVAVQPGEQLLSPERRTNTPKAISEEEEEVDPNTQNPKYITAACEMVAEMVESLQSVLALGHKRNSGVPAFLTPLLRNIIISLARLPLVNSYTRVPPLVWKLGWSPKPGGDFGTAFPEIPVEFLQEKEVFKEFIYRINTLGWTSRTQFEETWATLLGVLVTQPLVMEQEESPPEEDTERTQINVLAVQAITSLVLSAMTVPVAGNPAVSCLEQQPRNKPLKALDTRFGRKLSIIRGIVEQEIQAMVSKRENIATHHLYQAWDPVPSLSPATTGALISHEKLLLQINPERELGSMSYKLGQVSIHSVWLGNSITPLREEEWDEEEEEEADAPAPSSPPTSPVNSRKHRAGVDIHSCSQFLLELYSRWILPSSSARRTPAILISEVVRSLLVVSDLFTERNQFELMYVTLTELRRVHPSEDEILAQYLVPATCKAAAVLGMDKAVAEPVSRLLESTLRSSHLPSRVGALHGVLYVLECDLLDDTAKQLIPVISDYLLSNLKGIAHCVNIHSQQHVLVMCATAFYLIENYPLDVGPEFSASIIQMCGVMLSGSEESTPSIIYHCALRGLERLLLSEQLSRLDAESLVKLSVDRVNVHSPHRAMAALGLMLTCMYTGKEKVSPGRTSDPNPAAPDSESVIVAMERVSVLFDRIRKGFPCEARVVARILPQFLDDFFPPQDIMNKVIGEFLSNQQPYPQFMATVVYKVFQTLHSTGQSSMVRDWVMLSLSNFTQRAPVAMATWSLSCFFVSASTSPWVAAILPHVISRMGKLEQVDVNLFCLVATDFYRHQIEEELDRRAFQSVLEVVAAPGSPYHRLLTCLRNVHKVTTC
The depositor's hits bear a star; i = inactive; · = no result given; & = joins results of further samples. Cut-off read from the data, not from the text of the source: active = inhibition above about 50%; inactive = the rest. Some of the compounds tested; rates above refer to the full screens.

Screens in order: Pf apPOL inh, mHTT CaM bind
COc1ccc(C2/C=C\CN(CC3CC3)[C@@H](Cc3ccccc3)C(=O)N2Cc2ccc(F)cc2)cc1 (some centres not stated)
 : -1, 42
O=C(COc1ccc([N+](=O)[O-])cc1)Nc1ccc(S(=O)(=O)N2CCCC2)cc1
 : -5, -1
NC(=O)c1cc2nc(-c3cccs3)cc(C(F)(F)Cl)n2n1
 : 0, 34
COC(=O)c1ccc(C(=O)Nc2ccc3scnc3c2)cc1
 : -4, -10
CC(C)CNC(=O)CC1Sc2ncccc2N(CC(C)C)C1=O (configuration not stated)
 : -2, 0
CC(=O)NC(CCS(C)(=O)=O)C(=O)Nc1ccc2c(c1)OCO2 (configuration not stated)
 : -4, 5
COc1cc(OC)c(C2CC(c3ccc(Cl)cc3)Nc3ncnn32)cc1OC (configuration not stated)
 : -1, 43
Cc1ccnc(NS(=O)(=O)c2ccc(NC(=O)CC(C)(C)C)cc2)n1
 : 4, 5
C=CCn1c(C(C)O)nc2ccccc21 (configuration not stated)
 : 9, 0
CCC1CN(C(=O)Nc2cc(OC)ccc2OC)c2cc(Cl)ccc2O1 (configuration not stated)
 : 0, 6
COc1cc(C)c(C(C)C)cc1S(=O)(=O)n1cnc2ccccc21
 : -3, 7
CCN(CC)C1=Nc2ccccc2Oc2ccc(NC(=O)C3CC3)cc21
 : -9, 6
C=CCn1c2ccccc2c2nnc(SCC(=O)Nc3nnc(CCC)s3)nc21
 : -7, -6
O=C(NC1CC1)c1cc(Sc2ccc(F)cc2F)nc2ccccc12
 : -13, 3
COc1ccc(NC(=O)CSc2nc(CSc3ccc(Cl)cc3)cc(=O)[nH]2)cc1OC
 : -4, 9
COC(=O)C(N)c1cccc(OC)c1 (configuration not stated)
 : 5, 0
COc1ccccc1CCNC(=O)C1CN(C(=O)c2ccc(F)c(F)c2)C1
 : -4, -9
O=c1c(=O)n(-c2cccc3ccccc23)ccn1Cc1ccc(F)cc1Cl
 : -2, -18
CCCNC(=O)c1ccc2c(c1)nc1n2CCC(C)C1 (configuration not stated)
 : 3, -8
COc1cc(C2NCC(c3ccc([N+](=O)[O-])cc3)O2)ccc1O (configuration not stated)
 : 0, 1
CCNc1cc(N2CCC(CCC(=O)N(C)Cc3ccccc3)CC2)ncn1
 : -4, 14
COc1ccc(C2C=C(c3ccc(Br)cc3)Nc3nnnn32)cc1 (configuration not stated)
 : 0, -6
CN(Cc1ccccc1)C(=O)c1cccc(C(=O)N(C)Cc2ccccc2)c1
 : 4, 3
Cc1cccn2c(=O)c3cc(C(=O)NCc4ccccc4)c(=N)n(CC4CCCO4)c3nc12 (configuration not stated)
 : 8, 1
Cn1cc([N+](=O)[O-])c(C(=O)n2cccn2)n1
 : -8, -2&46
CCc1nc2c(NC(=O)NCc3ccc(F)cc3)cccn2n1
 : 1, -11
CC1=NN(c2nn[nH]n2)C(=O)/C1=C\c1cccs1
 : ·, 100*
O=C(CN1CCC(C(=O)NCCc2cccs2)CC1)Nc1ccc(F)cc1
 : -4, -17
O=C(Cn1cc(COc2ccc(C(=O)c3ccccc3)cc2)nn1)c1ccc(O)cc1
 : -1, 7
O=C1CCCN1CCCNS(=O)(=O)c1ccc2[nH]c(=O)ccc2c1
 : 2, -2
Cc1cc(NS(=O)(=O)c2ccc(Nc3nc(-c4cccnc4)cs3)cc2)no1
 : 1, 10
COc1ccc(Cl)cc1NC(=O)Cn1ccc2c(=O)[nH]ccc21
 : 16, 2
Cc1cccc(C(C)C)c1NC(=O)c1ccccc1Br
 : 1, -12
CCN(CC)S(=O)(=O)c1ccc2oc(C(=O)NCc3ccccc3)c(C)c2c1
 : 5, -2
CCn1ccc2c(cc(C(=O)Nc3ccc(Br)c(C)c3)n2C)c1=O
 : 4, 42
O=C(O)C1CN(c2nc3ccccc3s2)C1
 : -10, -9
C=CCn1nnc(NCc2ccc(-c3cc(Cl)ccc3Cl)o2)n1
 : 3, -20
CCCC(=O)N1CCCC(COc2ccc(C(=O)NC3CC3)cc2)C1 (configuration not stated)
 : 4, 0
CCOc1ccccc1NC(=O)CN(c1cccc(Cl)c1Cl)S(C)(=O)=O
 : -8, -1
O=C(NC1CCN(Cc2ccccc2)CC1)c1cccn1CCc1ccccn1
 : 4, ·

3 entries out of the list, arranged by formula weight, lowest first:
Screens in order: Pf apPOL inh, mHTT CaM bind
O=C1CCCN1CCCNS(=O)(=O)c1ccc2[nH]c(=O)ccc2c1
 : 2, -2
CCC1CN(C(=O)Nc2cc(OC)ccc2OC)c2cc(Cl)ccc2O1 (configuration not stated)
 : 0, 6
O=C(Cn1cc(COc2ccc(C(=O)c3ccccc3)cc2)nn1)c1ccc(O)cc1
 : -1, 7

(list continues)
Screens in order: Pf apPOL inh, mHTT CaM bind
N#CC1C(=O)NC(=O)C([n+]2ccccc2)C1c1cccc([N+](=O)[O-])c1 (configuration not stated)
 : -1, -3
O=C(CCSc1ccccc1)NCC1(O)CCc2ccccc21 (configuration not stated)
 : -5, -9
Cc1ccc(-n2[nH]c3c(cnc4ccc(C(=O)N5CCCC(C)C5)cc43)c2=O)cc1C (configuration not stated)
 : 2, 9
Cc1noc(C)c1S(=O)(=O)N1CCCCC1
 : -11&-2, ·
CCc1cc(C2CCCN2C(=O)NC2CCCCC2)on1 (configuration not stated)
 : 0, -1
COc1ccc2c(c1)OC(=CC=Cc1ccccc1)C2=O
 : -6, 10
Cc1ccc(COCc2nn(C)c3c2CN(C(=O)Nc2ccccc2)CC3)cc1
 : -6, 20
CSc1ccc(CN(CCO)Cc2ccccc2)cc1
 : -2, -6
CCc1ccc(NC(=O)C(=O)NCc2ccc(F)cc2)cc1
 : -12, -5
C/C(=C\C(=O)c1ccccc1)Nc1ccc(C)cc1
 : -4, 2
CCC(C)N1CCN(Cc2cccnc2)CC1 (configuration not stated)
 : -10, -4
Cc1ccnc(Nc2nc(CC(=O)NCc3ccco3)cs2)c1
 : 16, 68*
CC(C)c1ccccc1NC(=O)c1cccc(F)c1
 : 0, -11
Cc1c(C(=O)O)nnn1-c1ccc(F)c(Cl)c1
 : 2, -1
CCOc1ccc(-n2nc3cc(C)c(NC(=O)c4cc(OC)c(OC)c(OC)c4)cc3n2)cc1
 : -7, -4
O=S(=O)(NCC1(CO)CC1)c1cccc2ccccc12
 : -4, -9
O=C(CN1CCN(C(=O)C2COc3ccccc3O2)CC1)Nc1ccccc1 (configuration not stated)
 : -2&0, ·
Cc1nc2ccc(NC(=O)CCS(=O)(=O)Cc3ccccc3)cc2s1
 : -10, -6
CNC(=O)C(=O)Nc1cccc(Br)c1
 : 0, 5
Cc1ccc(C(=O)Nc2c(C(=O)N3CCCCCC3)cnn2-c2ccccc2)cc1
 : -5, 9
CCOC(=O)C(=CNNc1cccc(Cl)c1)C(=O)OCC
 : 1&0, ·
Cc1ccc(CNC(=O)c2cccc(C3CCCN(C(=O)Nc4ccccc4)C3)c2)o1 (configuration not stated)
 : 1, 4
Cc1ccc(/C=c2\sc3nc(=O)c(C)nn3c2=O)cc1
 : -6, -1
CCc1c(C)nc2ccc(Br)cc2c1SCCC(=O)O
 : -1, 9
Cc1nc(-c2cccc(NC(=O)c3ccccc3)c2)cs1
 : -5, -1
COc1ccc(C(=O)NCC2OCCc3ccccc32)cc1 (configuration not stated)
 : 1, -13
COC(=O)[C@@H](CC(C)C)NS(=O)(=O)N(Cc1ccccc1)[C@@H](CC(C)C)C(=O)OC
 : -5, -6
CN(C(=O)c1cccc(N=Cc2nc(-c3ccc([N+](=O)[O-])cc3)oc2O)c1)c1ccccc1
 : 3, 3
CC(C)N(CCC#N)S(=O)(=O)c1cccc2nsnc12
 : -2&-7, 2&-11
CC(=O)c1ccc(S(=O)(=O)NCCC2CCN(C(=O)c3ccccc3)CC2)cc1
 : -3, 41
COc1ccc(/C=C2\SC(=O)NC2=O)cc1OC
 : 1, 4
N#CC1=C(N)Oc2c(oc(CO)cc2=O)C1c1ccccc1Cl (configuration not stated)
 : -4, 0
Cc1cc(C(F)(F)F)nc(NCc2cccnc2)n1
 : 5, 3
COc1ccc(N=C2SC(C(=O)O)CC(=O)N2Cc2ccc(F)cc2)cc1 (configuration not stated)
 : 3, -4
Cc1ccc(F)cc1N1C(=O)CSC1c1ccc(Cl)cc1 (configuration not stated)
 : -1, -2
C=CCn1c(COc2cccc3cccnc23)nnc1SCc1ccccc1
 : -3, -1
CCOc1ccccc1-c1nc(-c2ccc3ncn(C)c3c2)no1
 : 0, 8
N/C(=N\OC(=O)c1cccc(F)c1)c1ccncc1
 : -6, i
COC(=O)C1CNNC(=O)C1 (configuration not stated)
 : 3, -4
CC(C)(C)S(=O)(=O)C(C#N)=CN1CCN(C(c2ccccc2)c2ccccc2)CC1
 : -7, ·
Cc1ccc(-c2nocc2CCC(=O)NCc2ccccc2)cc1
 : -4, -11
Cc1nc(NC(=O)c2ccc(Cl)cc2[N+](=O)[O-])sc1C
 : -3, 8
CCC1C(=O)CC(c2cc(OC)ccc2OC)NC1c1cc(OC)ccc1OC (configuration not stated)
 : -1, 1
CCSc1nc(N)c(Br)c(=O)[nH]1
 : -16, ·
Cc1ccc(-c2nc3ccccc3[nH]2)cc1NC(=O)C(C)C
 : -4, -2
Cc1ccc2c(c1)sc(=NC(=O)c1ccc(S(=O)(=O)N(C)C)cc1)n2C
 : -8, -4
COc1ncnc(OCCO)c1[N+](=O)[O-]
 : -5, -5
O=C(NN=Cc1c(Cl)cccc1Cl)C(=O)Nc1ccc(F)cc1
 : 3, ·
CCOC(=O)C1CCN(CC(O)COC23CC4CC(CC(C4)C2)C3)CC1 (configuration not stated)
 : -10, -5
O=C(NC1CCCCCC1)c1ccc2c(c1)NC(=O)C1CCCCN21 (configuration not stated)
 : -3, 4
Cc1cc(C(=O)N2CCN(CCNC(=O)Cc3ccc(-c4ccccc4)cc3)CC2)no1
 : -9, 11
COc1ccc(C2=CC(c3ccccc3)c3ccccc3O2)cc1OC (configuration not stated)
 : -6, 0
Cn1c(=O)c2ncc(N3CCCCC3)nc2n(C)c1=O
 : -2, -3
COc1ccc(-n2nc(C(=O)NCC(=O)N3CCCC3)c3ccccc3c2=O)cc1Cl
 : -6, -2
CCC1COCCS(=O)(=O)N1Cc1ccccc1F (configuration not stated)
 : -4, -4
CCCCCCCCCCn1c(SCC)nc2c1c(=O)[nH]c(=O)n2C
 : ·, -6
Cc1ccnc(NS(=O)(=O)c2ccc(NC(=O)Nc3ccc(Cl)c(Cl)c3)cc2)n1
 : -6, -2
Cc1cc(NC(=O)CCSc2ccccc2)n(C)n1
 : -5, -6
CC(C)CCNC(=O)C1CCCN(c2cnn(C)c(=O)c2)C1 (configuration not stated)
 : -3, 0
O=C(c1ccoc1)N1CCN(C(=O)c2nnn3c2COC(c2ccccc2)C3)CC1 (configuration not stated)
 : -2, 2

Next part.
Screens in order: Pf apPOL inh, mHTT CaM bind
CN(C)CCCNC(=O)c1ccc(N(Cc2ccccc2)S(C)(=O)=O)cc1
 : -4, -4
c1cc2c(cc1C13CC4CC(CC(C4)C1)C3)c1c3n2CCNC3CCC1 (configuration not stated)
 : ·, 100*
COc1ccc(C(=O)N2CCC(c3nc(C4CC4)n[nH]3)CC2)cc1OC
 : -4, -1
OC1c2ccccc2N=C2CCCN21 (configuration not stated)
 : -8, ·
O=C1C[C@@H]2c3c(cccc3CN1Cc1ccc(Cl)cc1)C[C@@H](O)[C@H]2O
 : -14, 9
CCc1cc(=O)[nH]c(SCC(=O)NCc2ccc(F)cc2)n1
 : 0, -2
CCC(C(=O)NCCOc1ccc2nnc(-c3ccc(OC)cc3)n2n1)c1ccccc1 (configuration not stated)
 : -2, 44
CC(=O)Nc1ccc(NC(=O)c2cc3c(n2C)CCN(Cc2ccc(C)cc2)C3)cc1
 : -1, 35
O=C(NCCc1ccccc1)c1ccc([N+](=O)[O-])o1
 : -4, -6
Cc1ccc(-n2ncc3c(N4CC(C)OC(C)C4)ncnc32)c(C)c1 (configuration not stated)
 : -1, -47
CN(C)CCC(=O)c1cccc([N+](=O)[O-])c1
 : 0, 16
CC1(C(=O)NC2CCCCCCC2)Cc2ccccc2C(=O)N1Cc1cccnc1 (configuration not stated)
 : -1, -4
O=C(CN1C(=O)S/C(=C\c2ccc(F)cc2)C1=O)Nc1nccs1
 : 0, 7
O=C(Nc1ccc2oc(-c3ccc(F)cc3)nc2c1)c1ccc(Cl)c([N+](=O)[O-])c1
 : -5, 2
O=C1OC(c2cccc(Br)c2)=N/C1=C\c1ccc(Cl)cc1
 : -6, 2
COc1ccc(C(=O)Nc2c3c(nn2-c2ccccc2C)CS(=O)(=O)C3)cc1OC
 : -4, -4
Cc1c(Cl)c([N+](=O)[O-])nn1CC(=O)NCc1cccnc1
 : -8, 2
CNC(=O)c1ccc2c(c1)N=C(C)c1cc(Cl)ccc1S2
 : -15, 25
CC(C)(C)c1ccc(Oc2ccc(NC(=O)c3nccnc3C(=O)O)cn2)cc1
 : -5&-21, ·
Cc1cc(C)cc(NC(=O)Nc2nccn(-c3ccccc3)c2=O)c1
 : 1, -2
COc1ccccc1NC(=O)c1cc(I)ccc1Cl
 : 4, -33
COCCNC(=O)C1CCN(c2cncnc2N2CCCC2)CC1
 : -3, -3
O=S(=O)(CCCCC(Cl)(Cl)Cl)NCc1ccco1
 : -4, -1
COc1ccc(N2CCN(C(=O)c3ccc4c(c3)OCO4)CC2)cc1
 : 1, 6
Cc1ccnc(N2CCC(C(=O)N3CCN(C)CC3)CC2)n1
 : -2, -13
Nc1nc(N2CCN(c3ccccc3F)CC2)ncc1[N+](=O)[O-]
 : -8, -5
CC(C)(C)c1ccccc1OCC(O)CN1CCCCC1 (configuration not stated)
 : -13, -6
Cc1cccc(CNC(=O)CC2CCN(S(=O)(=O)c3c(C)noc3C)CC2)c1
 : -4, -9

Record cards, from the list above. Values in the order: Pf apPOL inh	mHTT CaM bind
Nc1nc(N2CCN(c3ccccc3F)CC2)ncc1[N+](=O)[O-] reads -8	-5
COc1ccc(N2CCN(C(=O)c3ccc4c(c3)OCO4)CC2)cc1 reads 1	6
COCCNC(=O)C1CCN(c2cncnc2N2CCCC2)CC1 reads -3	-3
